# Screens: PubChem BioAssay, National Center for Advancing Translational Sciences (NCATS)
# D1 antag: antagonists of human D1 dopamine receptor. P21728. HEK293 TREx D1 cells, calcium flux, dopamine EC80; hits give low values. activity change, negative = inhibition, % at 10 µM. hit rate 3.2% among 360,000; in the data active means activity change below about -30%; further: on the % scale 0 is the no-effect control and ±100 the full control effect
#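 Tetracycline-induced HEK293 Trex D1 cells, force-coupled to calcium, dye-loaded; compounds added and read 180 s, then EC80 dopamine added and calcium flux tracked kinetically another 180 s.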
# D1 ag: agonists of human D1 dopamine receptor; hit rate 1% among 360,000; HEK293 T-REx D1 cells, calcium flux, agonist mode; activation, % at 2 µM; in the data active means activation above about 30%; further: 0% is about no effect
#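 Agonism was scored from calcium flux recorded over 180 s (1 read/s) after pintool compound addition, following a 10-cycle baseline. Cells were inducible force-coupled HEK293 TREx D1, plated overnight at 30 C and loaded with no-wash calcium dye.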
# RXFP1 agonist: RXFP1 (human) receptor agonism; Q9HBX9; HEK293T-RXFP1 cAMP TR-FRET, 30 min; response scale: percent of porcine relaxin response, buffer zero; Potency, µM (titrated, usually from 57.5 µM), inactives show at the highest dose activation, actives largely listed as activators; hit rate 0.3% among 370,000; AID 2676; further: potency means the concentration at half of the fitted maximal effect; on the % scale 0 is the no-effect control and ±100 the full control effect; nearly all actives have a fitted effect of over 60% in size; many of its hits are not listed in these tables
# Target sequence (Q9HBX9 whole entry, looked up): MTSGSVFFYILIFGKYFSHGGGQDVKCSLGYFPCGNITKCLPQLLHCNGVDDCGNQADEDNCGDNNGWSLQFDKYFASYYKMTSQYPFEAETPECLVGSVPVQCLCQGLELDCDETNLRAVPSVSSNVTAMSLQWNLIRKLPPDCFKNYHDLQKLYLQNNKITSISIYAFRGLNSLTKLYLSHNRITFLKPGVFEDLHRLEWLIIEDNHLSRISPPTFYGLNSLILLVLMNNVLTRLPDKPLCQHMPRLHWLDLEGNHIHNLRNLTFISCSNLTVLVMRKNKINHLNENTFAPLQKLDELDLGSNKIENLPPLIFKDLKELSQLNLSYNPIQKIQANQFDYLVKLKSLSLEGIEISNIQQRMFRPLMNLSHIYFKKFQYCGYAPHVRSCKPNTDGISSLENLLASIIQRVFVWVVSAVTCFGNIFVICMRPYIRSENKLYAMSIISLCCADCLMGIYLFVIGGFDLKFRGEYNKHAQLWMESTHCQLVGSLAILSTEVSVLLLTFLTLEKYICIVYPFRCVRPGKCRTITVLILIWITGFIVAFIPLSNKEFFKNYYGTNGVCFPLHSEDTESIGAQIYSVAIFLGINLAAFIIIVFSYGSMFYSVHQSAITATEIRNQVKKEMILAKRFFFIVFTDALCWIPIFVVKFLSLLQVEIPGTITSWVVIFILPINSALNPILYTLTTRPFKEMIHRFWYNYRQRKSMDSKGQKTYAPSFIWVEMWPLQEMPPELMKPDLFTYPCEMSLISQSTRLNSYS
#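 HEK293 cells stably expressing RXFP1, treated 30 min at 37C with compounds plus PDE4 inhibitor Ro 20174; cAMP measured by HTRF TR-FRET. Normalized to buffer and 29 nM porcine relaxin; EC50 by Hill fit.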
# D1 potentiator: enhances dopamine response at the human D1 receptor | P21728 | HEK293 TREx D1 cells, calcium flux, dopamine EC20 potentiation | AID 504651 | potentiation, % at 10 µM | hit rate 0.036% among 360,000; in the data active means potentiation above about 30%; further: 0% is about no effect
# D2 potentiator: positively modulates the human D2 dopamine receptor allosterically. P14416. HEK293 T-REx D2, calcium flux, EC20 dopamine potentiation. hit rate 0.34% among 340,000. potentiation, % at 10 µM;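 active means potentiation over 3 SD above the plate norm, cut at about 30% in these data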; further: 0% is about no effect
#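 Cells plated with tetracycline inducer and held overnight at 30 C; calcium dye loaded 30–90 min at room temperature; baseline taken, compound added and read 180 s; EC20 dopamine then added and read 180 s.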
# RXFP1 antagonist: RXFP1 (human) relaxin receptor antagonism; activity change, negative = inhibition, % at 57.5 µM; HEK293-RXFP1, relaxin-stimulated cAMP HTRF, 30 min; hits give low values; hit rate 0.59% among 350,000; AID 1259400;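 active means activity change of -60% or lower, but not beyond a set lower limit; inconclusive means change between -60% and -40%, or beyond the set limit; inactive means change above -40%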; further: on the % scale 0 is the no-effect control and ±100 the full control effect
# Vif-A3F inh: inhibitors of Vif-A3F interaction; hit rate 0.2% among 390,000; Potency, µM (highest dose often 46.1 µM), without a hit: at the highest dose activity, negative = active; HeLa A3F-eYFP + Vif (tagged APOBEC3F with the HIV-1 protein that degrades it), YFP fluorescence increase; AID 602313; further: potency means the concentration at half of the fitted maximal effect; % of control where 0% means no effect; nearly all actives have a fitted effect of over 65% in size
#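 HeLa cells stably expressing Vif plus C-terminally eYFP-tagged A3F were seeded, incubated overnight at 37 deg C, dosed with compound, incubated overnight again at 37 deg C. Yellow fluorescence (Ex 488/Em 500-530) reported blocked Vif-mediated A3F-eYFP degradation.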
# GRP78 ERSR act: induces the endoplasmic reticulum stress response in human glioma cells | U87-MG GRP78 promoter luciferase reporter, 16 h | Potency, µM, for the others: at the top dose activation, hits mostly activators | hit rate 0.02% among 420,000 | AID 602332; further: potency means the concentration at half of the fitted maximal effect; series mostly up to about 76 µM; % of control where 0% means no effect; nearly all actives have a fitted effect of over 35% in size
#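 Stably transfected U87-MG glioma cells carrying a GRP78-based luciferase sensor; 16 h compound incubation. Luminescence end-point read 10 min after Bright-Glo addition at room temperature.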
# Vif-APOBEC3G blk: Vif-A3G binding inhibition; AID 602310; Potency, µM (highest dose often 46.1 µM), without a hit: at the top dose activity, negative = active, actives largely listed as inhibitors; Q9HC16; HeLa A3G-eYFP + Vif (tagged APOBEC3G with the HIV-1 protein that degrades it), YFP fluorescence, overnight; hit rate 0.076% among 410,000;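 further: potency means the concentration at half of the fitted maximal effect; on the % scale 0 is the no-effect control and ±100 the full control effect; nearly all actives have a fitted effect of over 60% in size; hits raise eYFP signal because A3G escapes Vif-driven loss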
#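 Read-out is eYFP fluorescence (Ex 488/Em 500-530) from Vif-expressing HeLa A3G-eYFP cells; more signal means A3G escaped Vif-mediated degradation. Cells plated overnight, compound pinned in, incubated overnight at 37 deg C.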
# * = called active by the depositor; u = inconclusive; x = no result given. Unless noted, the call rests on the fitted dose curve; in most records, active means well fitted curve in the direction sought with a large enough effect; inconclusive means small, poorly fitted or top-dose-only effect, or another doubt; inactive means no such curve, though single readings can be large; an effect the other way counts as inactive or inconclusive.
Molecule	Vif-A3F inh	D2 potentiator	RXFP1 agonist	RXFP1 antagonist	Vif-APOBEC3G blk	D1 ag	D1 antag	D1 potentiator	GRP78 ERSR act
COC(=O)C1=C(C)N(c2ccccc2)/C(=C/c2cccs2)C1=O	u	9	-1.2%	3	-3%	0	-1	-3	-6%
Cc1ccccc1CCNC(=O)CCn1ccc2cc(S(=O)(=O)N3CCCC3)ccc21	0%	-1	1.0%	-1	7%	-1	1	0	-1%
CCN(CC)c1ccc(C2C3CCCCC3(O)CCN2C(=O)c2cccs2)cc1 (configuration not stated)	-3%	1	-2.2%	-13	-1%	1	17	-3	0%
COc1ccc(CCNC(=O)CSc2nc3scc(-c4ccccc4)c3c(=O)[nH]2)cc1	-9%	x	x	-3	-3%	x	x	x	-4%
CC(O)c1cccc(NC(=O)Cc2cccc3ccccc23)c1 (configuration not stated)	x	-5	-2.3%	x	x	2	-3	2	x
CC(=O)Nc1ccc(NC(=O)C2CCC(N3C(=O)C4C5C=CC(C6CC56)C4C3=O)CC2)cc1 (configuration not stated)	12%	-1	0.0%	2	-2%	7	14	-1	-5%
COc1ccc2nc(NC(=O)c3ccc(S(=O)(=O)N4CCCC(C)C4)cc3)sc2c1 (configuration not stated)	0%	-3	2.9%	-18	1%	1	7	2	-3%
CCOC(=O)c1c(C)[nH]c(C)c1S(=O)(=O)N1CCCCC1	7%	-19	-1.1%	-4	2%	3	-14	-5	2%
COc1cccc(C(=O)CSc2nc3ccccc3n2CC(=O)N2CCOCC2)c1	7%	-2	0.8%	-7	-8%	0	7	-4	-1%
CCOC(=O)N1CCN(Cc2nc(C3CC3)no2)CC1	0%	-19	-0.3%	19	3%	0	7	0	-3%
O=C(O)/C(=C\c1ccc(Cl)cc1)c1ccc(F)cc1	-4%	-10	1.4%	-14	-2%	1	-1	-2	0%
O=C(Cc1c(C(=O)O)[nH]c2ccccc12)NC1CCCC1	u	-1	-0.9%	9	1%	7	-12	-7	-4%
COc1ccc(Br)cc1C1NC(=O)NC(C)=C1C(=O)N(C)C (configuration not stated)	-7%	0	0.6%	-6	0%	3	5	-6	-1%
O=c1c2ccccc2nc2c3ccccc3c3nncn3n12	3%	9	4.1%	x	0%	2	-1	-3	-4%
CCC(C(=O)NCc1ccco1)n1nc(C)c2c(C)n(-c3ccccc3)nc2c1=O (configuration not stated)	2%	-4	-0.2%	-22	0%	1	1	6	-5%
COCCCN1C(=O)c2[nH]nc(-c3ccccc3O)c2C1c1cccc(Cl)c1 (configuration not stated)	-11%	7	3.3%	6	-17%	5	24	10	-5%
Cc1cc(O)cc(O)c1C=NCc1ccco1	-13%	12	2.8%	7	u	17	-5	-4	3%
CC(C)Oc1cccc(C(=O)NC(=S)Nc2cccnc2)c1	-6%	-4	0.1%	-3	-7%	4	-11	-3	-1%
O=C(COC(=O)c1ccc(F)c(S(=O)(=O)N2CCOCC2)c1)NCc1ccc2c(c1)OCO2	4%	x	x	-5	-1%	x	x	x	3%
COc1cc(NC(=O)c2c(Cl)cnn2C)c(OC)cc1Cl	0%	0	1.6%	-5	1%	2	-1	3	-3%
N#CCN1C(=O)NC2(CCCc3sccc32)C1=O (configuration not stated)	-2%	x	-0.4%	-3	1%	0	-2	-4	-3%
COc1cccc(N2CCN(c3ccc([N+](=O)[O-])cn3)CC2)c1	2%	-23	-0.7%	5	3%	4	-12	-5	0%
Cc1cnc(C(=O)Nc2cccc3ncccc23)cn1	2%	-11	1.2%	-2	2%	3	0	4	-6%
COCCNC(=O)C(c1ccc(O)cc1)N(Cc1ccccc1)C(=O)CCC(=O)Nc1nccs1 (configuration not stated)	-9%	5	2.6%	-1	-2%	0	-2	-2	3%
CC1CCN(c2oc(-c3ccc(COc4ccccc4)o3)nc2C#N)CC1	3%	15	4.7%	-14	-5%	1	7	-1	-5%
COc1cc(C(=O)O)cc(OC)c1OCc1cc(C(=O)O)oc1C	x	-9	3.3%	11	0%	1	6	-3	-10%
O=C(Nc1ccc(S(=O)(=O)N2CCCCCC2)cc1)c1cc(=O)c2ccccc2o1	-9%	0	9.2%	-11	-1%	0	11	2	-2%
CCOCCCNC(=O)C1CC(=O)N(CCc2ccccc2)C1 (configuration not stated)	1%	1	-0.7%	3	1%	5	-1	-4	-4%
CCOC(=O)C1(CC)NC(c2ccc(N(C)C)cc2)C2C(=O)N(C)C(=O)C21 (configuration not stated)	-12%	-7	-0.9%	3	0%	3	-4	2	-3%
COC(=O)C(NS(C)(=O)=O)(c1c(C)[nH]c2ccccc12)C(F)(F)F (configuration not stated)	-2%	6	-2.4%	4	0%	3	1	-2	0%
CCCCN(CC)CCCNC(=O)c1cc2c(=O)n(CC)c3ccccc3c2s1	2%	-14	3.5%	-8	4%	1	-28	-8	-8%
CC(C)C(=O)OCC(=O)Nc1ccc2c(c1)CCC2	-1%	-6	0.5%	3	0%	0	-8	-3	-2%
CCCn1c(SCC(=O)N2CCCC2=O)nc2ccccc2c1=O	-27%	1	-0.4%	-11	1%	-1	10	-3	-3%
Cc1sc2nc(CN3CCOCC3)nc(NS(=O)(=O)c3cc(Cl)ccc3Cl)c2c1C	-3%	0	0.4%	4	-12%	1	-22	4	-6%
N#CCc1ccc(OC(=O)c2cccnc2)cc1	3%	9	0.1%	-9	-4%	4	2	2	-4%
Cc1ccc(-c2nc(S(=O)(=O)c3ccccc3)c(N3CCN(c4ccccc4)CC3)o2)cc1	6%	9	-1.8%	0	2%	-1	9	0	-2%
Cn1c(SCc2ccccc2)nccc1=O	11%	x	x	-8	0%	x	x	x	0%
CCc1cnc2c(c1SCC(=O)Nc1ccc(OC)c(OC)c1)c(=O)n(C)c(=O)n2C	3%	-2	3.0%	-12	-1%	-4	x	-1	-2%
COc1ccc(C(=O)NCc2nnc(SC)n2C2CCCCC2)cc1	4%	5	0.4%	x	-2%	0	-2	4	-1%
COc1ccc(CCNC(=O)CCCCn2c(=O)c3ccccc3n(CC(=O)Nc3c(C)cccc3C)c2=O)cc1OC	-14%	15	-0.2%	x	-24%	5	15	-1	-1%
CN(CC(=O)NCCc1ccc(S(N)(=O)=O)cc1)S(=O)(=O)c1ccc(Br)s1	2%	-7	3.7%	3	-2%	-1	3	0	-5%
COc1ccc(-c2ccc(CN3C(CC(C)C)C(=O)N(Cc4cn(Cc5ccco5)nn4)CCS3(=O)=O)cc2)cc1OC (configuration not stated)	0%	x	x	5	-4%	x	x	x	-4%
O=C(c1ccc(Cl)cc1)c1coc2ccc(O)cc12	3%	0	1.7%	2	-3%	0	-13	-2	-3%
Cc1ccc(-n2c(-c3cccs3)nc3nc4ccccc4nc32)cc1	x	6	1.2%	x	x	4	2	8	x
N#CC1(Nc2ccc3c4c(cccc24)CC3)CCCCC1	-14%	x	x	-2	-11%	x	x	x	2%
O=C(Nc1ccncc1Cl)c1ccncc1	-3%	-10	-0.1%	10	5%	4	1	-6	7%
CCC(=O)Nc1cccc(NC(=S)NC(=O)c2cc3ccccc3o2)c1	5%	x	15%	-22	-11%	2	-3	-3	0%
CC(=O)C1=C(C)NC(=O)NC1c1ccccc1 (configuration not stated)	5%	-2	1.5%	-2	0%	1	9	-1	-2%
COC(=O)c1ccccc1S(=O)(=O)N1CCC(C(=O)Nc2ccc(N3CCOCC3)cc2)CC1	-7%	x	x	u	-7%	x	x	x	-3%
CC1=C(C(=O)N2CCOCC2)C(c2cccs2)NC(=O)N1 (configuration not stated)	-2%	-8	0.2%	12	0%	0	11	-2	-5%
O=C(CSc1nc(=O)[nH]c2c1CCCC2)NCc1ccc(Cl)cc1	-4%	-3	0.3%	4	1%	0	x	0	-1%
CC1SC(=Nc2ccccc2)N(S(=O)(=O)c2ccccc2)C1=O (configuration not stated)	3%	x	0.5%	-4	1%	3	8	-4	-4%
CCC1(C(=O)O)NC(c2cccc(OC)c2O)C2C(=O)N(c3ccccc3)C(=O)C21 (configuration not stated)	-6%	-6	-0.3%	x	0%	3	-12	2	-2%
O=C(CN1CC(c2ccccc2)CC1=O)OCc1ccccc1F (configuration not stated)	5%	12	-3.0%	-2	1%	6	-1	-2	-1%
COc1cccc(OC)c1C(=O)Nc1c(C(=O)N2CCN(c3ccccn3)CC2)oc2ccccc12	8%	10	1.3%	-1	-3%	1	-11	3	-2%
O=C(CN1CCN(c2ccccn2)CC1)Nc1ccc(F)c(F)c1	16%	-18	-0.5%	-1	-7%	3	5	1	-5%

# (list continues)
Molecule	Vif-A3F inh	D2 potentiator	RXFP1 agonist	RXFP1 antagonist	Vif-APOBEC3G blk	D1 ag	D1 antag	D1 potentiator	GRP78 ERSR act
CCOc1ccc(-n2c(SCC(=O)Nc3cccc(Cl)c3)nc3c(oc4ccccc43)c2=O)cc1	0%	19	0.7%	x	-2%	-1	-13	4	0%
O=C(COC(=O)Cc1ccc(Cl)c(Cl)c1)NCCc1ccccc1	1%	x	x	1	1%	x	x	x	0%
CC(=O)N1C(c2ccccc2O)C[C@]2(C)CC(=O)NC12 (some centres not stated)	6%	-9	0.4%	-6	1%	2	9	1	-3%
CCN1C(=O)c2ccccc2Sc2ccc(NC(C)=O)cc21	0%	9	5.4%	-9	-1%	1	20	-4	-3%
COc1ccc(C(C)=O)cc1COC(=O)CCC(=O)N(CC(C)C)c1c(N)n(CC(C)C)c(=O)[nH]c1=O	5%	-2	1.0%	-6	0%	4	-13	1	-4%
Cn1c(N)c(C(=O)COC(=O)c2cnc(Cl)c(Cl)c2)c(=O)n(C)c1=O	-3%	0	11%	-22	-3%	6	12	-2	-8%
COCCn1c(SCC(=O)NC(=O)NC2CCCC2)nc2ccccc2c1=O	3%	10	-0.3%	-8	4%	1	-10	-7	-5%

# Only part of the results is shown (hit frequency here may not be typical).
